Tb PYK inh – blocks Trypanosoma brucei pyruvate kinase; Q57TT1; TbPYK enzyme, Kinase-Glo Plus ATP luminescence, 45 min; Potency, µM (highest dose often 76.8 µM), inactives show top-dose activity, negative = inhibition, hits mostly inhibitors; 410,000 tested, 0.12% active; note: potency is the fitted concentration of half-maximal effect; % is set by controls: 0 for no effect and ±100 for the full control effect; nearly all actives have a fitted effect of over 50% in size
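ADP (130 uM final) triggers the TbPYK reaction after compound addition; incubation is 45 min at room temperature. Kinase-Glo Plus is then added and luminescence imaged. Normalized data are fitted to concentration-effect curves.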
Cycloheximide cs – counter-screen hit for Shiga toxin inhibitors, cycloheximide; cell reporter, cycloheximide protein synthesis inhibition counterscreen; max response, %; 300,000 tested, 12% active; in the data active = max response mostly above about 13%, no sharp cut-off; inactive = mostly below about 14%; note: read at 38.3 µM for the half of the compounds with a filed dose; 0% is about no effect
LmPK inh – blocks Leishmania mexicana pyruvate kinase activity | Q27686 | purified LmPK, Kinase-Glo ATP luminescence, 1 h | Potency, µM (highest dose often 57.5 µM), for inactives: top-dose activity change, negative = inhibition, hits mostly inhibitors | 290,000 tested, 0.37% active; note: potency is the fitted concentration of half-maximal effect; % is set by controls: 0 for no effect and ±100 for the full control effect
Target sequence (Q27686 whole entry, looked up): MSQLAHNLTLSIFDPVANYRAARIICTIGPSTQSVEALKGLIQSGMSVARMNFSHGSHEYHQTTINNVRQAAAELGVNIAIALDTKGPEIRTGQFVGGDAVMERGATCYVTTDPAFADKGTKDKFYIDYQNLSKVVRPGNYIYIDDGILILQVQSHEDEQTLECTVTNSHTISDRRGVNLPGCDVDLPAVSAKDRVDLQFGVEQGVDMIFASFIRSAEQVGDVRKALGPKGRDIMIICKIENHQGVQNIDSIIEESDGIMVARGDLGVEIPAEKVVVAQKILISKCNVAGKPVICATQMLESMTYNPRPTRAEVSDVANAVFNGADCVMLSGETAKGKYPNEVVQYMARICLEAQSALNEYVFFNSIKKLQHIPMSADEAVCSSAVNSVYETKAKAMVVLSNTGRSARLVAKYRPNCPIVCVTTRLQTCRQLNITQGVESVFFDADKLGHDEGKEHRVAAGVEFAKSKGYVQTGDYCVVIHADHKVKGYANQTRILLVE
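qHTS format; LmPK 0.1 nM; substrates PEP 0.5 mM and ADP 0.1 mM. One-hour room-temperature incubation, then coupled luciferase luminescence; 0.5 nM enzyme wells mark activation.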
HCV inhibitor – blocks hepatitis C virus; Huh7.5.1 HCVcc-Cre infection, luciferase reporter, 44 h; Potency, µM (titrated, usually from 41.8 µM), inactives show at the highest dose activity change, negative = inhibition, actives largely listed as inhibitors; 340,000 tested, 3.4% active; AID 651820; note: potency is the fitted concentration of half-maximal effect; % is set by controls: 0 for no effect and ±100 for the full control effect
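Cells (1,000/well) were plated 4 h before compound, then infected with HCVcc-Cre virus (~0.5 moi). After 44 h further culture, infection was read as luciferase luminescence following a 15 min substrate incubation at room temperature.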
Shiga inhibitor – blocks Shiga toxin action in Vero cells. Vero cells, Shiga toxin protein synthesis inhibition reporter. inhibition, % at 38.7 µM. 290,000 tested, 9.2% active. AID 2315; in the data active = inhibition mostly above about 28%, no sharp cut-off; inactive = mostly below about 43%; note: 0% is about no effect
Pf growth 48h – P. falciparum growth inhibition at 48 hours (one generation); Potency, µM (doses to about 28.7 µM), without a hit: at the highest dose activity change, negative = inhibition, actives largely listed as inhibitors; P. falciparum luciferase growth in erythrocytes, 48 h; 310,000 tested, 5.9% active; note: potency is the fitted concentration of half-maximal effect; % is set by controls: 0 for no effect and ±100 for the full control effect
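Growth was read as firefly luciferase luminescence after a 48 h, 37 C, 5% CO2 exposure of compounds to reporter-bearing P. falciparum cultures (0.1% parasitemia, 2% hematocrit final) in Albumax-supplemented RPMI 1640.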
Pf growth 96h – P. falciparum growth inhibition at 96 hour, primary screen for plastid delayed-death inhibitors. P. falciparum luciferase reporter growth, 96 h. Potency, µM (titrated, usually from 28.7 µM), for the others: top-dose activity change, negative = inhibition, most hits filed as inhibitors. 320,000 tested, 6.9% active; note: potency is the fitted concentration of half-maximal effect; % is set by controls: 0 for no effect and ±100 for the full control effect
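Cell-based qHTS: luciferase-tagged P. falciparum in erythrocytes (2% hematocrit, 0.05% parasitemia final) incubated with compounds for 96 hours, 37 C, 5% CO2; luciferase detection reagent then added and luminescence measured.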
Numbers without * were called inactive; ? = inconclusive; . = not tested or not shown; & = joins results of further samples; [ ] = another dose, or the depositor's remark. Unless noted, calls come from the whole dose curve; as a rule, active = well fitted curve in the direction sought with a large enough effect; inconclusive = small, poorly fitted or top-dose-only effect, or another doubt; inactive = no such curve, though single readings can be large; an effect the other way counts as inactive or inconclusive.

Sequence of screens: Pf growth 96h	Cycloheximide cs	LmPK inh	Shiga inhibitor	Tb PYK inh	Pf growth 48h	HCV inhibitor
NC(=O)C1(N2CCCCC2)CCN(C(=O)CCCn2c(=O)[nH]c3ccsc3c2=O)CC1
→ 84.5%[activator]	1.3	-3.9%	-2.3	-4.7%	.	-1.3%
O=S(=O)(Nc1ccc(-c2nc3cccnc3s2)cc1)c1ccc(Cl)s1
→ 88.0%[activator]	32.9*	-3.8%	16.2*	7.4%	48.5%[activator]	-10.3%
CC(=O)c1cccc(NC(=S)NC(=O)c2ccccc2C)c1
→ 8.3%	-3.0	8.2%	-17.3	2.3%	-0.3%	1.4%
Cc1ccccc1CN1CCc2c(OCC(=O)N3CCCCC3)cccc2C1=O
→ ?	-1.7	-0.4%	-5.6	-3.3%	?	-23.5%
O=C(COc1ccc2c(c1)oc(=O)c1ccccc12)NCC1CCC(C(=O)O)CC1 (configuration not stated)
→ 37.2%[activator]	1.9	-5.8%	-0.6	1.0%	3.7%	12.7%
Cc1nc(CC(=O)c2ccc(O)cc2O)cs1
→ 38.8%[activator]	11.5	-1.2%	30.4	?	6.9%	2.7%
COc1cc(/C=C(\C#N)c2nc3ccccc3[nH]2)cc(Br)c1OCc1ccc(F)cc1
→ 2.08µM*	11.3	3.1%	-6.0	1.3%	3.7µM*	?
CC(C)C(NC(=O)c1c(F)cccc1F)C(=O)OCN1C(=O)c2ccccc2C1=O (configuration not stated)
→ 4.0%	.	.	.	0.7%	-0.7%	5.5%
O=C(Nc1cccc2c1N(C(=O)c1ccco1)CCC2)c1ccco1
→ 17.6%	0.7	13.9%	-5.8	-0.3%	-1.8%	10.8%
CCc1ccccc1NC(=O)COc1ccc2c(=O)c(Oc3cc(C)ccc3C)coc2c1
→ 2.5%	1.3	0.3%	11.2	-4.9%	15.7%	-5.8%
CCOc1ccccc1NC(=O)CCCNC(=O)c1ccc(Cl)cc1
→ -19.7%	-2.7	0.0%	31.4	-2.8%	0.0%	?
N#CC1=C(N)NC(SCC(=O)Nc2ccccc2)=C(C#N)C12CCCC2
→ 22.7%	19.2	1.5%	5.0	1.9%	1.65µM*	-17.2%
Cc1ccc2nc(NCc3ccccc3)[nH]c2c1
→ 1.17µM*	34.2*	2.6%	90.7*	-0.1%	?	?
CC(C1CC1)N(C(=O)c1ccccc1[N+](=O)[O-])c1ccccc1 (configuration not stated)
→ 22.5%	6.3	8.1%	25.4	-4.8%	?	-14.1%
COc1ccccc1CNS(=O)(=O)c1ccc2c(c1)NC(=O)C(C)S2 (configuration not stated)
→ ?	0.8	-0.6%	-10.9	-5.5%	6.8%	?
O=C(CN(Cc1ccccc1Cl)C(=O)c1ccc(CN2CCOCC2)o1)NCc1ccccc1
→ 6.57µM*	-1.1	4.0%	41.8	2.6%	-14.4%	6.7%
Cc1cccc(C(=O)N2c3ccccc3C(=O)OC2c2ccc3c(c2)OCO3)c1 (configuration not stated)
→ 34.3%[activator]	21.4*	0.1%	27.1	-15.8%	-9.0%	14.9%
O=C(Nc1cc(Cl)cc(Cl)c1)c1cccc(OC(F)F)c1
→ ?	14.9*	6.2%	17.4	-1.7%	.	?
CCNC(=O)NC(=O)C(C)OC(=O)C1CCN(S(=O)(=O)c2ccccc2C(=O)OC)CC1 (configuration not stated)
→ 5.8%	-1.5	-0.8%	-3.6	-2.1%	-7.3%	10.7%
COc1ccc(-c2c(C)nn3c(NC4CCCC4)cc(C)nc23)cc1OC
→ ?	-0.3	-1.4%	-9.5	1.3%	?	10µM*
CCN(CC)S(=O)(=O)c1cc(NC(=O)CO/N=C(\N)c2ccccc2Cl)ccc1C
→ ?	.	.	.	-3.8%	?	?
Cc1ccc(NC(=O)/C=C/c2ccc(Cl)cc2)nc1
→ 23.7%	22.4*	0.3%	50.4*	-6.5%	60.3%[activator]	?
O=Cc1ccc(-n2nncc2-c2ccc([N+](=O)[O-])cc2)cc1
→ 8.1%	8.7	-16.1%	-0.8	-4.1%	27.6%	?
Cn1c(=O)n(CCC(=O)O)c2ccccc21
→ ?	-1.2	0.1%	-12.0	-9.2%	?	16.4%
Cc1cc(C(=O)N2CCCC(N3CCN(c4cccc(Cl)c4)CC3)C2)nn1C (configuration not stated)
→ -14.9%	18.9*	5.6%	66.3	-5.5%	56.0%[activator]	13.2%
O=C(COC(=O)c1nc(Cl)ccc1Cl)NCc1ccc(Cl)cc1Cl
→ 5.0%	.	.	.	1.0%	-28.9%	4.0%
O=C1C(NS(=O)(=O)c2cccs2)=C(N2CCOCC2)C(=O)c2ccccc21
→ ?	1.1	-14.5%	23.8	-11.6%	-29.1%	-0.9%
O=C(COC(=O)/C=C/c1cccc(Cl)c1)NCCC1=CCCCC1
→ 39.1%[activator]	1.5	-0.7%	-17.7	1.5%	-1.2%	9.6%
Cc1ccnc2nc(C(=O)OCCOc3ccccc3)nn12
→ 91.9%[activator]	-0.8	5.5%	3.2	-7.3%	25.7%	0.3%
Cc1onc(-c2ccccc2)c1C(=O)OCC(=O)Nc1ccc(Cl)cc1
→ -5.9%	.	.	.	0.5%	?	10µM*

Brought forward from above: two compounds, followed by the next part.
Sequence of screens: Pf growth 96h	Cycloheximide cs	LmPK inh	Shiga inhibitor	Tb PYK inh	Pf growth 48h	HCV inhibitor
Cc1ccnc2nc(C(=O)OCCOc3ccccc3)nn12
→ 91.9%[activator]	-0.8	5.5%	3.2	-7.3%	25.7%	0.3%
Cc1onc(-c2ccccc2)c1C(=O)OCC(=O)Nc1ccc(Cl)cc1
→ -5.9%	.	.	.	0.5%	?	10µM*
CCc1ccc(C2=NN(CCC(=O)NC(C)c3ccc4c(c3)OCCO4)C(=O)CC2)cc1 (configuration not stated)
→ 19.1%	-2.1	-0.7%	13.0	-4.5%	?	19.9%
CCOc1ccc(NC(=O)CN(C)C(=O)c2ccccc2CCc2ccccc2)cc1OCC
→ ?	.	.	.	-0.9%	?	?
O=C(NNC(=O)C1CC1)c1ccc(-c2ccccc2)cc1
→ -17.6%	7.7	-9.8%	0.8	1.4%	.	29.3%
COC(=O)C1C(=O)C(C(=O)c2ccccc2)C(=O)CC1(C)C (configuration not stated)
→ 70.6%[activator]	-1.8	-3.2%	-3.8	2.7%	?	2.3%
COCCn1nnnc1C(C(C)C)N1CCN(C(=O)c2ccco2)CC1 (configuration not stated)
→ ?	-1.7	-13.0%	-1.1	-18.0%	-3.6%	3.2%
O=C(O)CC1=C(Nc2ccccc2)C(=O)N(c2ccccc2)C1c1ccc(Cl)cc1 (configuration not stated)
→ 98.4%[activator]	38.1*	3.5%	41.3	9.5%	228.0%[activator]	1.9%
CC(NC(=O)C[n+]1cccc(Br)c1)c1ccccc1 (configuration not stated)
→ -74.8%	-5.5	0.3%	-16.7	0.8%	3.0%	-10.8%
COc1ccc(CC(=O)Nc2ccc(-c3noc(-c4cc(OC)c(OC)c(OC)c4)n3)cc2)cc1
→ -19.2%	1.1	3.3%	10.2	3.8%	-15.3%	-24.4%&-19.1%
COc1ccc2cnn(CCOc3ccccc3)c(=O)c2c1OC
→ 13.8%	34.0*	-1.9%	59.2	-0.1%	159.4%[activator]	-12.4%
COC(=O)c1ccc(NC(=S)Nc2ccccn2)cc1
→ -88.3%	41.5*	2.2%	73.2*	-1.7%	185.3%[activator]	1.6%
Cc1nnc(SCCN2CCOCC2)n1C
→ ?	-3.3	-9.0%	-17.0	5.4%	5.7%	6.7%
O=S(=O)(c1ccccc1Cl)N1CCC(O)(c2ccc3c(c2)OCO3)CC1
→ 2.94µM*	3.2	1.7%	17.3	2.6%	6.2%	-4.1%
C=CCNC(=O)NC(=O)COC(=O)COc1ccc(Br)cc1F
→ 1.1%	-1.8	2.2%	-4.1	-0.8%	?	0.1%
O=C(C1CCC(=O)N(C2CCCC2)C1)N1CCN(c2ccc(Cl)cc2)CC1 (configuration not stated)
→ 288.2%[activator]	1.8	2.8%	-3.6	-4.8%	?	-12.3%
CN(C(=O)COc1ccc(S(=O)(=O)N2CCOCC2)cc1[N+](=O)[O-])C1CCS(=O)(=O)C1 (configuration not stated)
→ -7.2%	16.1	0.4%	-6.4	0.9%	20.6%	1.2%
O=C(O)c1ccc2c(c1Nc1ccccc1)C(=O)c1ccccc1C2=O
→ -4.9%	10.3	?	14.0	-19.3%	?	17.6%
N#CCCn1cc(C(=O)Nc2ccc(F)cc2)c(-c2ccccc2)n1
→ 148.2%[activator]	-2.2	-13.5%	-7.5	-0.7%	4.4%	2.8%
Cc1cc(C)cc(OCC(=O)NNC(=O)CCN2C(=O)c3ccccc3C2=O)c1
→ 2.7%	-0.6	2.4%	2.7	6.0%	-2.8%	9.7%
CCC(=O)Nc1ccc(Nc2nc(C)c([N+](=O)[O-])c(Nc3ccc(NC(=O)CC)cc3)n2)cc1
→ -25.9%	12.3	-3.0%	-13.1	1.8%	?	10µM*
Cc1ccc(Nc2nnc(SCC(=O)c3cc4ccccc4o3)s2)cc1C
→ 62.1%[activator]	10.2	-0.6%	19.8	-22.6%	67.4%[activator]	9.2%
Cc1ccc(CN(Cc2ccco2)S(=O)(=O)c2ccc(S(=O)(=O)NCC3CCCO3)cc2)cc1 (configuration not stated)
→ 49.9%[activator]	6.4	0.4%	4.0	-3.4%	25.1%	?
CN1C(=O)c2ccc(NC(=S)NC(=O)C(C)(C)C)cc2C1=O
→ ?	22.2	-1.8%	0.0	-8.2%	23.0%	6.2%
OCCC1CN(Cc2ccon2)CCN1Cc1ccc(F)c(F)c1 (configuration not stated)
→ 22.0%	-1.0	5.5%	-2.6	-0.3%	29.5%	0.9%
COc1cc(C2c3c(n[nH]c3C)C(=O)N2c2ccc(Br)cc2)ccc1O (configuration not stated)
→ -4.7%[5.75 µM]	15.3*	9.8%	6.9	-6.3%	36.2%[activator]	?
CCOC(=O)C(c1ccccc1)C(Nc1ccccc1)c1ccccn1 (configuration not stated)
→ ?	0.1	-1.0%	-1.3	1.9%	?	5.8%
CC(C)O/C(=N\S(=O)(=O)c1ccc(Cl)cc1)c1ccccc1
→ .	3.1	2.5%	2.1	11.3%	6.4%	5.5%
Cc1ccc(N(C(=O)CCC(=O)Nc2cc(C)on2)C(C(=O)NC2CCCC2)c2ccccc2)cc1 (configuration not stated)
→ 1.7%	6.9	10.5%	-10.0	6.6%	11.7µM*	?
Cc1cc(C)n(-c2ccc(NC(=O)C3CCN(Cc4cc(C)c(C)o4)CC3)cc2)n1
→ -1.6%	-1.1	-0.7%	-4.8	-4.0%	?	-20.8%
Cc1ccccc1CNS(=O)(=O)c1c(C)[nH]c(C)c1C(=O)N1CCCCC1
→ ?	-0.3	-7.1%	-5.2	-19.5%	-22.7%	14.2%
O=C(Nc1ccccc1F)c1ccc(S(=O)(=O)N2CCCCCC2)cc1
→ 1.9%	.	.	.	-0.8%	?	?
CSCCC(NS(=O)(=O)c1ccccc1F)C(=O)NNC(=O)c1csc(N2CCOCC2)n1 (configuration not stated)
→ 0.9%	.	.	.	5.8%	?	?
CCN(CCCNC(=O)CN1C(=O)COc2ccccc21)c1cccc(C)c1
→ 74.5%[activator]	6.9	8.4%	19.1	-1.1%	.	?
